Compound activity (PubChem)
HIV RNase H inh: HIV-1 RT RNase H inhibitors, primary screen, biochemical, fluorescence; RT-RNase H RNA/DNA duplex cleavage; inhibition, % at 10 µM; hit rate 1.9% among 65,000; AID 565, 2006; in the data active = inhibition above about 50%
RmlCD inh mix: RmlC and RmlD coupled enzyme inhibitors, primary screen, biochemical, 384-well, compound mixtures, retest; RmlC/RmlD coupled enzyme inhibition, 384-well mixture HTS; AID 1532, 2009; inhibition, % at 5.5 µM; hit rate 0.39% among 110,000; in the data active = inhibition above about 30%, passing the limit was not always enough; also: strong numbers were not always called active
Numbers without * were called inactive; . = no result given.

Start of the listing, in advance (5 entries):
SMILES	HIV RNase H inh	RmlCD inh mix
COC(=O)c1cc2c(s1)-c1ccccc1CC2	.	-108.7
O=C(Nc1ccc(Cl)cc1)NC1CCCCC1	.	4.8
COC(=O)C1=C(C(=O)OC)[C@@H]2N(C)c3ccccc3[C@@]23C[C@@H](CO)N=C3N1	.	-94.2
O=C(Nc1cccc(-c2cn3cccnc3n2)c1)c1ccc(Br)o1	-3.4	54.6*
O=C(NCc1ccco1)C1c2ccccc2Oc2ccccc21	-12.9	14.0

All compounds of this part, from the first entry:
SMILES	HIV RNase H inh	RmlCD inh mix
COC(=O)c1cc2c(s1)-c1ccccc1CC2	.	-108.7
O=C(Nc1ccc(Cl)cc1)NC1CCCCC1	.	4.8
COC(=O)C1=C(C(=O)OC)[C@@H]2N(C)c3ccccc3[C@@]23C[C@@H](CO)N=C3N1	.	-94.2
O=C(Nc1cccc(-c2cn3cccnc3n2)c1)c1ccc(Br)o1	-3.4	54.6*
O=C(NCc1ccco1)C1c2ccccc2Oc2ccccc21	-12.9	14.0
CN1CCN(Cc2cccc(Oc3ccccc3)c2)CC1	.	-3.0
COc1ccc2[nH]cc(C(=O)CN3CCN(C(=O)c4ccco4)CC3)c2c1	-3.4	7.5
O=[N+]([O-])c1ccc2nc(-c3ccccc3)n(OCc3ccc(Cl)cc3)c2c1	.	16.1
CCS(=O)(=O)c1nc2ccccc2n1CC(=O)N1CCCCC1	-6.3	-5.0
COc1ccc(/C=N/Nc2nccnc2Cl)cc1	.	-10.2
O=C(Nc1cccc(Cl)c1)c1ccc(NCCCN2CCOCC2)c([N+](=O)[O-])c1	.	-9.8
CCC(=O)N(Cc1cc(=O)[nH]c2ccccc12)C1CCCCC1	0.1	6.1
Cc1c([N+](=O)[O-])cc(C(=O)Oc2ccc(Br)cc2C(=S)N2CCCCC2)cc1[N+](=O)[O-]	.	0.1
O=C(c1ccccc1NS(=O)(=O)c1ccc(Br)s1)N1CCOCC1	1.4	-12.6
CNC(=O)COC(=O)c1ccc(-c2nc3ccccc3s2)s1	.	12.2

Part of the list above, with values under each structure.
The line under a structure holds: HIV RNase H inh, RmlCD inh mix
O=C(Nc1ccc(Cl)cc1)NC1CCCCC1
  ., 4.8
CCC(=O)N(Cc1cc(=O)[nH]c2ccccc12)C1CCCCC1
  0.1, 6.1
COc1ccc2[nH]cc(C(=O)CN3CCN(C(=O)c4ccco4)CC3)c2c1
  -3.4, 7.5

Other results follow:
SMILES	HIV RNase H inh	RmlCD inh mix
CCNC(=O)CC1C(=O)N(c2ccc(F)cc2)C(=O)N1CCc1ccc(OC)cc1 (centres undefined)	-2.9	-17.3
Cc1cc(NC(=O)CCC(=O)N(CC(=O)NC2CCCC2)c2ccc3c(c2)OCCO3)no1	-14.7	-13.8
Cc1cccc(N2C(=O)CC(N3CCN(c4cccc(C(F)(F)F)c4)CC3)C2=O)c1 (centres undefined)	11.1	125.9
O=c1[nH]c2ccc(S(=O)(=O)N3CCN(C4CCCCC4)CC3)cc2[nH]c1=O	2.5	7.0
Cc1ccc(-c2nnc(N3CCCCC3)c3ccccc23)cc1S(=O)(=O)N(C)C	.	6.0
C/C=C(\C)C(=O)OC1C(C)=C2C(C1OC(=O)CCCCC)C(C)(OC(C)=O)CC(OC(=O)CCC)C1(O)C2OC(=O)C1(C)O (centres undefined)	.	5.5
Cc1cnnc2c1-c1nonc1CC2	-2.2	-28.8
Cc1cc(C)c(S(=O)(=O)N(CC(=O)O)C2CCCCC2)c(C)c1	1.7	-9.9
CCCn1cnc2c(=O)oc3ccccc3c21	.	-14.8
COc1ccccc1-c1nnc(NC(=O)OCC(C)C)s1	-0.9	-38.1
Cc1cc(N2CCN(C)CC2)nc2ccc(NC(=O)c3ccc4c(c3)OCO4)cc12	.	8.2
C=CCn1c(SCC(=O)c2cccs2)nc2sc(C)cc2c1=O	-13.6	13.8
COCCNC(=O)[C@@]1(Cc2ccccc2)C=C[C@@H](C)N1C(C)=O	.	8.2
Cc1cc(S(=O)(=O)N2CCN=C2c2ccccc2)ccc1F	.	6.4
COc1cc2c(cc1OC)CN(S(=O)(=O)c1ccc3c(c1)OCCO3)CC2	-2.8	-6.5
COc1cccc(-c2csc(N3CCN(CC(=O)Nc4ccc5c(c4)OCO5)CC3)n2)c1	-14.1	5.8
Cc1cc(C)c(OC2(c3ccccc3)OC(=O)c3ccccc32)c(C)c1 (centres undefined)	.	6.8
CCN(CC)c1ccc(/C=C/c2nc3ccccc3s2)cc1	.	-1.0
COc1ccc(-n2c(SCC(N)=O)nnc2-c2ccccc2F)cc1	-8.6	-9.3
Cc1ccc(N(CC(O)CN2CCCC2)S(=O)(=O)c2ccc(C)cc2)cc1 (centres undefined)	10.8	.
CSc1ccccc1-n1nnnc1SCC(=O)Nc1ccccc1C	.	-1.5
COc1ccc(NC(=O)Nc2cccc(C)n2)cc1	-8.1	-5.5
COc1cccc(C(=O)Nc2cccc(OCC(=O)O)c2)c1	.	6.2
O=C(CSc1nnnn1-c1ccccc1)Nc1ncc(Cc2cc(Cl)ccc2Cl)s1	.	-4.2
CN1CCN(c2nc(-c3ccccn3)nc3ccccc23)CC1	.	3.5
Cn1cc(C[C@H](NC(=O)OC(C)(C)C)C(=O)N[C@@H](CO)Cc2ccccc2)c2ccccc21	.	6.8
CC1(C)CC[C@]2(C(=O)O)CC[C@]3(C)C(=CCC4[C@@]5(C)CC[C@H](O)C(C)(C)C5[C@H](O)C[C@]43C)[C@@H]2C1 (some centres undefined)	.	-10.3
Cc1ccc(C(C(=O)NC2CCCCC2)N(Cc2ccco2)C(=O)Cn2cnc3ccccc32)cc1 (centres undefined)	.	39.7
Cc1cc(C)nc(N(C#N)CC(=O)Nc2ccccc2)n1	-12.6	-7.6
CN1CCN(C(CNS(=O)(=O)c2ccc(Cl)cc2)c2cccnc2)CC1 (centres undefined)	-4.6	-8.7

Five compounds drawn at random from those above:
SMILES	HIV RNase H inh	RmlCD inh mix
Cc1ccc(-c2nnc(N3CCCCC3)c3ccccc23)cc1S(=O)(=O)N(C)C	.	6.0
COc1ccc2[nH]cc(C(=O)CN3CCN(C(=O)c4ccco4)CC3)c2c1	-3.4	7.5
C=CCn1c(SCC(=O)c2cccs2)nc2sc(C)cc2c1=O	-13.6	13.8
CN1CCN(Cc2cccc(Oc3ccccc3)c2)CC1	.	-3.0
Cc1c([N+](=O)[O-])cc(C(=O)Oc2ccc(Br)cc2C(=S)N2CCCCC2)cc1[N+](=O)[O-]	.	0.1

Other results follow.
SMILES	HIV RNase H inh	RmlCD inh mix
CCOC(=O)c1cccnc1SC(CC)C(=O)N1CCOCC1 (centres undefined)	-7.9	4.2
CC(NC(=O)CN1CCC(C(N)=O)CC1)c1ccccc1 (centres undefined)	8.1	43.1
CCN(CC)C(=O)CN(c1cccc(OC)c1)S(=O)(=O)c1ccc(C)cc1	.	6.9
CCOc1cc(-c2noc(CCC(=O)Nc3cccnc3)n2)ccc1OC	-2.6	-8.9
COC(=O)c1ccccc1NC(=O)CSc1nnnn1C1CCCCC1	-57.1	4.7
CCn1cc(-c2cc(C(F)(F)F)n3nc(C(=O)O)cc3n2)c(C)n1	-7.1	-9.8
COc1ccc2c(Cl)c(C(=O)NN)sc2c1	.	6.3
CC(=O)N1CCn2c3c(c(=O)c4cc(C)ccc42)CCC31 (centres undefined)	-17.8	.
O=C(OCCN1CCCCC1)c1ccc(O)cc1	-8.7	9.7
CC(=O)Nc1nc2n(n1)C(c1ccccc1)C=C(c1ccccc1)N2 (centres undefined)	-4.9	5.7
COc1ccc(/C=N/N(C(C)=O)c2nc(-c3ccc(C)cc3)cs2)cc1	.	-8.6
CCOc1ccccc1C(=O)Nc1nccs1	-12.5	-3.1
CCOc1cc(C(=O)O)cc(Cl)c1OC	.	-64.9
CC(=Nc1ccccc1C)C1=C(O)CSC1=O	.	-6.9
CCOC(=O)C1C(=O)NC(N2CCOCC2)=NC1C(C)C (centres undefined)	4.2	2.7
O=C(N/N=C/c1ccco1)c1cc(-c2cccc3ccccc23)n[nH]1	.	-10.8
COC(=O)c1ccc(OC(=O)C2CC(=O)N(c3ccc(C)cc3C)C2)cc1 (centres undefined)	4.1	-42.7
CC(C)CCNC(=O)c1cccc(C(=O)NCCC(C)C)c1	.	-1.0
COC(=O)C(NC(=O)CCc1c(C)nc2ncnn2c1C)C(C)C (centres undefined)	.	0.5
O=C(CCNS(=O)(=O)c1ccc(Br)s1)Nc1ccc(Cl)cc1	.	-2.8
CCOc1ccccc1C(=O)N1CCN(C(c2ccccc2)c2ccccc2)CC1	.	-5.3
Cc1cn(C2OC(COC(=O)c3ccccc3)C(OC(=O)c3ccccc3)C2OC(=O)c2ccccc2)c(=O)[nH]c1=O (centres undefined)	.	9.5
CCc1nc2cc(C)nn2c2nc3ccccc3n12	-16.0	-2.0
Cc1onc(-c2c(F)cccc2Cl)c1C(=O)Nc1nnc(-c2ccccc2)s1	.	5.6
CCOc1ccccc1N(CC(=O)NC1CCCCC1)C(=O)CNC(=O)c1ccco1	.	2.9
COc1ccc(NCc2nnc(SCc3ccccc3)n2-c2ccc(OC)cc2)cc1	.	-17.0
COC(=O)c1cc2sc(Cl)cc2n1CC(=O)NCC1CCCO1 (centres undefined)	.	-9.8
COC(=O)CCCCC1SCC2NC(=O)NC21O (centres undefined)	.	1.9
CC(C)Nc1nc(Oc2ccc(Cl)cc2Cl)cc(C(F)(F)F)n1	.	-5.6
NC(=O)C(c1ccc(Cl)cc1)c1ncc(C(F)(F)F)cc1Cl (centres undefined)	.	11.5
COc1ccc(NC(=O)C2CCN(c3nc(C)cc(C)n3)CC2)cc1	.	-6.6
COc1ccc(C(CC(=O)N2CCN(c3ccccc3)CC2)c2c(OC)cc(OC)c3c(-c4ccccc4)cc(=O)oc23)cc1 (centres undefined)	.	14.8
C=CCSc1nnc(NC(=O)c2nc(SCC)ncc2Cl)s1	.	6.8
Nc1nc(SCC(=O)NC2CCCCCC2)[nH]c(=O)c1-c1ccccc1	.	6.7
CCOC(=O)c1c(CN2CCCCC2)n(C)c2cc(Br)c(OC)cc12	-7.8	-14.2
CC(NS(=O)(=O)c1ccc(CCC(=O)NCC2CCCO2)cc1)c1ccccc1 (centres undefined)	.	-12.7
Cc1ccc(C(NC(=O)NCCCN2CCOCC2)=C(Cl)Cl)cc1F	.	-21.1
COC(=O)c1[nH]c2ccc(C)cc2c1NC(=O)Oc1ccccc1	.	-10.7
Cc1nc(C(=O)Nc2ccc(Cl)cc2)nn1-c1ccc([N+](=O)[O-])cc1	.	38.0
COc1cc(C)nc(Nc2nc(C)c(C(C)=O)s2)n1	-3.8	-11.4
C=CCN1CCC2(C)c3cc(O)ccc3CC1C2C (centres undefined)	.	8.9
CCN1CCN(c2ncnc3c2cnn3-c2ccc(C)cc2C)CC1	-6.7	10.7
O=C(CSc1nnc(CNC(=O)c2ccccc2F)o1)c1ccc(Cl)cc1	-6.5	-3.1
CC(C)(C)NC(=O)NC(=O)CSc1nnc(COc2ccccc2Cl)o1	.	-6.7
Cc1nnc(Nc2ccc3c(c2)ncn3C)c2ccccc12	-2.2	-4.8

One compound at a time, as listed above. Values in the order: HIV RNase H inh	RmlCD inh mix
Results for CCOc1ccccc1C(=O)Nc1nccs1 : -12.5	-3.1
Results for C=CCn1c(SCC(=O)c2cccs2)nc2sc(C)cc2c1=O : -13.6	13.8
Results for COc1ccc(C(CC(=O)N2CCN(c3ccccc3)CC2)c2c(OC)cc(OC)c3c(-c4ccccc4)cc(=O)oc23)cc1 (centres undefined) : .	14.8

Next results
SMILES	HIV RNase H inh	RmlCD inh mix
CS(=O)(=O)c1nncn1-c1ccccc1	-10.8	1.8
N#C/C(=C/Nc1ccccc1)c1ccsc1	.	4.2
Cn1c(NC(=O)C2CCCO2)cc(=O)n(C)c1=O (centres undefined)	-1.8	-8.9
O=C(c1ccc(F)cc1)c1c[nH]c(C(=O)NCCCN2CCOCC2)c1	.	46.9
O=C(NCCN1CCOCC1)c1ccc2c(c1)ncn2C1CCCC1	-19.4	.
CC(C)(C)NC(=O)C(c1ccccc1)N(C(=O)C1CSC(=O)C1)c1ccccc1 (centres undefined)	.	-4.9
O=C(O)C(=O)/C(=C\c1cccc2ccccc12)c1ccc2ccccc2n1	.	-47.1
Cc1ccc(C(=O)N2CCOCC2)cc1Cl	-5.0	22.2
Cc1ccc(/C=N/NC(=O)c2csc3c2CCCC3)cc1	.	-7.8
COP(=O)(OC)C(O)C(Cl)(Cl)Cl (centres undefined)	-3.6	.
COc1ccc(-c2nnc(SCC(=O)NC(=O)NCc3ccccc3)o2)cc1	.	-28.6
CCOC(=O)N1CCN(C(=O)CSCC(=O)N=c2sc3cc(OC)ccc3n2C)CC1	-5.2	.
COc1ccc(OCC(O)CNc2ccc(Br)cc2)cc1 (centres undefined)	-32.0	-3.9
COc1cccc(NS(=O)(=O)c2ccc3[nH]cc(C(=O)NCCCOC(C)C)c(=O)c3c2)c1	-12.8	-14.5
COc1ccc(COC(=O)c2ccc(N3CCCC3=O)cc2)cc1F	-43.3	-13.8
N=c1sccn1CC(=O)Nc1ccc(Cl)c(S(=O)(=O)N2CCOCC2)c1	.	-8.3
C#CCN1C(=O)C(O)(CC(=O)c2ccc3c(c2)OCCO3)c2ccccc21 (centres undefined)	0.2	-9.1
O=C(N1CCN(c2ccccc2)CC1)C(F)(F)C(F)F	2.7	-11.7
Cc1nnc2ccc(-c3cccc(C(F)(F)F)c3)nn12	.	23.7
COC(=O)c1sc(N)c(C(=O)OC)c1CSc1nc2sc3c(c2c(=O)n1C)CCC3	32.0	-8.9
CC(C)n1c(SCc2ccccc2F)nc2c1c(=O)n(C)c(=O)n2C	-15.3	-7.5
CCc1ccc(-c2nn[nH]n2)cc1	4.5	-12.9
CCOC(=O)CNC(=O)CSc1nc2cccnc2n1C	-3.8	-1.4
COc1ccc(OC)c2[nH]c(=O)c(CCNC(=O)c3ccc(Br)o3)cc12	10.9	2.9
NNC(=O)c1nn(-c2ccc(Cl)cc2)ccc1=O	.	9.1
CNc1ccc2oc(C[C@H]3O[C@@]4(CC[C@H]3C)O[C@H]([C@H](C)C(=O)c3ccc[nH]3)[C@H](C)C[C@H]4C)nc2c1C(=O)O	.	-54.8
O=C1N=C2SCCN2/C1=C\c1ccc(Cl)cc1	.	0.1

An excerpt; the hit share may differ from the screen's.
